PGK inhibitor: T. brucei PGK inhibition | AID 602233 | Potency, µM (doses to about 57.5 µM), for the others: at the highest dose activity change, negative = inhibition, actives largely listed as inhibitors | PGK/GAPDH coupled, Kinase-Glo luminescence, 60 min | 380,000 compounds, 0.043% hits | P07378; note: potency is the fitted concentration of half-maximal effect; % is set by controls: 0 for no effect and ±100 for the full control effect; nearly all actives have a fitted effect of over 60% in size
Target sequence (P07378 whole entry, looked up): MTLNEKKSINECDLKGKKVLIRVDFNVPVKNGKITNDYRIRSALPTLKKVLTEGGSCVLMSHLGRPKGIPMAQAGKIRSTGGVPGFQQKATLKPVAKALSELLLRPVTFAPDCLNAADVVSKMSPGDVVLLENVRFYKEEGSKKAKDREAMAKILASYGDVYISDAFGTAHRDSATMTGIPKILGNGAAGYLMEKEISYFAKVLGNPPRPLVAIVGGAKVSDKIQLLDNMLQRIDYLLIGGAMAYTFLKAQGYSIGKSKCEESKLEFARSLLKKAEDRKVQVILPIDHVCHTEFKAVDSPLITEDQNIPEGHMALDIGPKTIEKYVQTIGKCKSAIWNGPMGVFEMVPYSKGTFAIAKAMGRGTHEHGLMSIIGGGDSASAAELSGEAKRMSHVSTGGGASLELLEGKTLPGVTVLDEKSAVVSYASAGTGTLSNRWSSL
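Luminescent ATP detection (Kinase-Glo Plus) follows a 60-minute room-temperature incubation, with wells lacking PGK as controls. Buffer: 100 mM TEA (pH 7.6), 5 mM MgCl2, 0.01% Tween-20. Coupling enzyme GAPDH (100 nM final) supplies unstable 1,3-BPG in-well.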
BAZ2B inh: inhibitors of human BAZ2B bromodomain; Q9UIF8; AlphaScreen BAZ2B-H3K14Ac peptide displacement; Potency, µM (highest dose often 114 µM), inactives show at the top dose activity change, negative = inhibition, hits mostly inhibitors; 360,000 compounds, 4.4% hits; AID 504333; note: potency is the fitted concentration of half-maximal effect; % is set by controls: 0 for no effect and ±100 for the full control effect; nearly all actives have a fitted effect of over 60% in size
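AlphaScreen displacement of biotin-H3(5-23)K14Ac peptide (50 nM final) from BAZ2B (50 nM final) in PBS pH 7.4, 0.01% Tween-20; complex preformed 30 min RT, then compounds (top 110 uM) 30 min RT, beads 20 min dark.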
G9a block: blocks human histone lysine methyltransferase G9a. Q96KQ7. G9a H3K9 monomethylation, AlphaScreen, 2 h. 350,000 compounds, 8.8% hits. Potency, µM (doses to about 102 µM), inactives show at the top dose activity, negative = inhibition, hits mostly inhibitors. AID 504332; note: potency is the fitted concentration of half-maximal effect; % is set by controls: 0 for no effect and ±100 for the full control effect; nearly all actives have a fitted effect of over 75% in size
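Signal arises when biotinylated H3K9 peptide, once monomethylated, bridges streptavidin donor and antibody-captured acceptor beads. Enzyme at 20 nM was preincubated 15 min with test compounds; peptide 500 nM and SAM 20 uM then reacted for 2 h.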
ERG Ets-DNA blk: ERG Ets/DNA interaction inhibition. fluorescence polarization, His-ERG Ets domain / labelled DNA. AID 624246. Potency, µM (top dose mostly 76.9 µM), for the others: at the top dose FP activity, negative = inhibition, most hits filed as inhibitors. 370,000 compounds, 0.028% hits; active = well fitted inhibition curve with a large enough effect in the polarisation, with a control signal flat; inconclusive = small, poorly fitted or top-dose-only effect, or effect the other way, or a change in a side signal; inactive = no such curve, though single readings can be large or run the other way; the % refers to the polarisation;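 note: polarization taken with two DNA probes labelled with fluorescein and Texas red; potency is the fitted concentration of half-maximal effect; % of control where 0% means no effect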
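His-tagged ERG Ets domain (1 uM in the protein solution; 300mM KCl, 50mM Tris-HCl, 1mM EDTA, 1mM DTT, pH 7.5) received compound, then a probe mix of 5 nM fluorescein-DNA and 100nM Texas-615-DNA. Fluorescence polarization was read for both dyes.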
HP1b binding inh: inhibitors of HP1-beta chromodomain binding to methylated histone tails; AlphaScreen HP1-beta / biotin-H3K9me3 peptide binding; P83916; 390,000 compounds, 0.56% hits; AID 540317; Potency, µM (titrated, usually from 114 µM), for inactives: top-dose activity change, negative = inhibition, actives largely listed as inhibitors; note: potency is the fitted concentration of half-maximal effect; nearly all actives have a fitted effect of over 70% in size; inactives centre near 23
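AlphaScreen: HP1-beta (50 nM) preformed 30 min with biotin-H3(1-18)K9me3 peptide (50 nM) in PBS pH 7.4, 0.01% Tween-20. Compound added for 30 min at RT, then streptavidin donor/nickel chelate acceptor beads (10 ug/mL) for 30 min.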
GLS inhibitor: glutaminase GLS (human) inhibition; O94925; GLS enzymatic activity, qHTS titration; Potency, µM (series often up to 45.5 µM), for the others: at the highest dose activity change, negative = inhibition, most hits filed as inhibitors; 410,000 compounds, 0.21% hits; note: potency is the fitted concentration of half-maximal effect; % is set by controls: 0 for no effect and ±100 for the full control effect
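Assay buffer: 45 mM KH2PO4 pH 8.2, 0.02% Tween-20. hKGA acts on L-glutamine (1 mM solution added); product glutamate is reported by an oxidase/peroxidase Amplex Red coupling, with fluorescence taken at baseline and 30 min.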
PI4K2A inh: blocks human PI4K2A kinase activity; Q9BTU6; purified PI4K2A, ADP-Glo luminescence, 1 h; hits give low values; activity change, negative = inhibition, % at 76.9 µM; 420,000 compounds, 0.13% hits; AID 1346378; in the data active = activity change below about -50%; inconclusive = mostly about -30% to -49%;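 note: -100% = wells without enzyme as full effect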
Target sequence (Q9BTU6 whole entry, looked up): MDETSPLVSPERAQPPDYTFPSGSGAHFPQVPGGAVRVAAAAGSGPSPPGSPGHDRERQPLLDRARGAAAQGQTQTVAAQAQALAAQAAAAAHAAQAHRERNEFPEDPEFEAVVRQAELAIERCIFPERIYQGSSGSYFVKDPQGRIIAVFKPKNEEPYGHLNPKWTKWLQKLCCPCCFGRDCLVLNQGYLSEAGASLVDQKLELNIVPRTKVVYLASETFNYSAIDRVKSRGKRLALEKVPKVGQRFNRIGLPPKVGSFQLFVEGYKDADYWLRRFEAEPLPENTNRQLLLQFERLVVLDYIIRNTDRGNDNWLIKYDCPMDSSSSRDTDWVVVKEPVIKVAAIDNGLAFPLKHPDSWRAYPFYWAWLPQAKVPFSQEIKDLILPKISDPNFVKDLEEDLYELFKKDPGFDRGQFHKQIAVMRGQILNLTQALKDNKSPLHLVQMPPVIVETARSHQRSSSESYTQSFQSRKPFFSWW
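ADP-Glo luminescence measured ADP generated by PI4K2A enzyme (4 ug/mL before mixing) with 1.2 mM PI substrate (pre-mix) and 300 microM ATP (pre-mix). Tris pH7.5 buffer with MgCl2, Triton X-100; 1 h reaction at ambient temperature.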
Pin1 inh: inhibitors of human Pin1. Pin1 FP peptide displacement, HiFluor488, 10 min. Potency, µM (series often up to 115 µM), inactives show top-dose activity, negative = inhibition, actives largely listed as inhibitors. 390,000 compounds, 0.009% hits. AID 504891; active = well fitted inhibition curve with a large enough effect in the polarisation, with a control signal flat, not every such curve was filed as active; inconclusive = small, poorly fitted or top-dose-only effect, or effect the other way, or a change in a side signal; inactive = no such curve, though single readings can be large or run the other way; the % refers to the polarisation; note: potency is the fitted concentration of half-maximal effect; % is set by controls: 0 for no effect and ±100 for the full control effect
JMJD2A Tudor: blocks the human JMJD2A Tudor domain; O75164; AlphaScreen JMJD2A-Tudor / H3K4me3 peptide binding; AID 504339; 390,000 compounds, 4.4% hits; Potency, µM (series often up to 114 µM), without a hit: top-dose activity change, negative = inhibition, actives largely listed as inhibitors; note: potency is the fitted concentration of half-maximal effect; % is set by controls: 0 for no effect and ±100 for the full control effect; nearly all actives have a fitted effect of over 50% in size
The depositor's hits bear a star; i = inactive; ? = inconclusive; / = not tested or not shown; & = joins results of further samples; [ ] = dose if it differs, or a comment. Unless noted, calls come from the whole dose curve; as a rule, active = well fitted curve in the direction sought with a large enough effect; inconclusive = small, poorly fitted or top-dose-only effect, or another doubt; inactive = no such curve, though single readings can be large; an effect the other way counts as inactive or inconclusive.

SMILES	PGK inhibitor	BAZ2B inh	G9a block	ERG Ets-DNA blk	HP1b binding inh	GLS inhibitor	PI4K2A inh	Pin1 inh	JMJD2A Tudor
Cc1ccc(NS(=O)(=O)c2ccc(N3C(=O)CCC3=O)cc2)cc1	1%	0%	50µM*	-5%	29%	8%	7	-1%	30%
CCOc1ccc2nc(NC(=O)c3cccc(-c4cc5ccccc5oc4=O)c3)sc2c1	-2%	8%	-1%[59 µM]	2%	15%[57 µM]	4%	-3	45%[activator]	-9%
O=C(N/N=C/c1cn(Cc2cccc(F)c2)c2ccccc12)c1cc(O)cc(O)c1	4.5µM*	6.3µM*	/	9%	11µM*	2.5µM*	-22	/	7.1µM*
O=C(O)CCSc1nnc(SCC(=O)NC2CCS(=O)(=O)C2)s1 (stereo unspecified)	1%	/	/	1%	11%	4%	1	-10%	-11%
Cc1cccc[n+]1C1C(c2ccc([N+](=O)[O-])cc2)C(C#N)=C(C(=C=[N-])C#N)NC1(O)C1CC1 (stereo unspecified)	0%	-15%	-36%	-8%	29%	13%	-3	1%	-22%
Cc1cc(C)n(CC(=O)NN)n1	-3%	-4%	13%	-4%	25%	13%	0	-4%	-12%
Cc1cc(C(=O)OCC(=O)N(C)c2ccccc2)ccc1[N+](=O)[O-]	-11%	-15%	-3%	0%	23%	-3%	-2	-4%	-15%
CC1CC(C)(C)CC2(C1)NC(=O)N(CC(=O)N(C)Cc1nc3ccccc3c(=O)[nH]1)C2=O (stereo unspecified)	-3%	4%	7%[0.501 µM]	-4%	28%	2%	-2	-4%	-10%
Nc1ccc(N=Nc2ccccc2)c2ccccc12	5%	11µM*	10µM*	-4%	-9%	21%	3	-8%	35µM*
Cc1cc(-c2ccc(S(=O)(=O)Nc3ccc(Br)c(C)c3)s2)on1	1%	5%	-2%[59 µM]	-6%	28%	4%	-1	7%	4%
COc1cc(OC)c(C2SCCS2)c(OC)c1	-3%	?	8%[59 µM]	-1%	5%	-7%	-3	1%	-6%
CCn1c(SCC(=O)c2ccc(O)c(O)c2)nnc1-c1ccccc1	-11%	?	14µM*	-4%	10%	25%	-6	?	?
Cc1cccc(OCC(=O)NNC(=O)CSc2ncc(C#N)c(N)n2)c1	14%	5%	23%[12.7 µM]	1%	19%	5%	2	7%	-14%
CC(C)C(=O)O/N=C(\N)c1ccc(Oc2ccc(Cl)cc2)c([N+](=O)[O-])c1	-8%	?	-28%	0%	-3%	0%	1	3%	-12%
Cn1c(CNc2ccc(Cl)cc2)nnc1SCCN1CCCCC1	i	10%	-3%[59 µM]	-7%	64%[activator]	34%[activator]	-3	2%	23%[11.4 µM]
CC1(C)Cc2c(c(N3CCOCC3)nc3sc(C(=O)Nc4ccccc4)c(N)c23)CO1	-5%	-16%	28µM*	1%	46%[activator]	3%	-3	-2%	-14%
Cc1oc(C)c2c(=O)cc(-c3ccc4c(c3)OCO4)cc(OC(=O)c3ccc(Cl)cc3)c12	8%	-15%	?	-2%	8%	0%	-4	2%	-24%
CC(=O)N1C2=CCCC3CCCCC23c2ccccc21 (stereo unspecified)	i	/	/	/	56%[activator]	-2%	-6	4%	15%
O=C(NCCCN1CCOCC1)c1ccc2nc(Cc3cccc(Cl)c3)oc2c1	-5%	-16%	18%	17%	10%	6%	3	1%	-22%
CCOC(=O)C(=O)Nc1nnc(CCc2ccccc2)s1	i	4%	?	8%	12%	15%	7	-2%	-3%
O=C(Nc1nc2ccccc2n1CCN1CCOCC1)c1ccc(Cl)cc1	-3%	-4%	/	-1%	9%	3%	-10	5%	-14%
CCC1CCCCN1S(=O)(=O)c1ccc(NC(=O)c2snnc2C)cc1 (stereo unspecified)	-4%	-21%	-51%	-3%	6%	6%	-1	-14%	-27%
CC(=O)c1ccc(S(=O)(=O)N(C)C(C)CCc2ccco2)cc1 (stereo unspecified)	-6%	-30%	?	-12%	5%	-9%	1	3%	-14%
Cc1c(C(=O)Nc2cccc(C(F)(F)F)c2)oc2ccc(S(=O)(=O)N(C)C3CCCCC3)cc12	-1%	3%	4%[59 µM]	0%	28%	4%	-1	18%	-5%
Cc1cc(C)c2cc(C#N)c(SCC(=O)NCc3ccco3)nc2c1	5%	?	?	-14%	9%	2%	-7	?	?

Following part:
SMILES	PGK inhibitor	BAZ2B inh	G9a block	ERG Ets-DNA blk	HP1b binding inh	GLS inhibitor	PI4K2A inh	Pin1 inh	JMJD2A Tudor
Cc1cc(C)cc(OCc2nnc(SCC(=O)c3ccccc3)o2)c1	-3%	30%	41%[59 µM]	-9%	76%[activator]	4%	2	87%[activator]	23%
O=C(Nc1ccc(N2CCOCC2)c(S(=O)(=O)Nc2ccc(Cl)cc2)c1)c1cnccn1	i	?	/	2%	?	-7%	4	0%	-31%
N#Cc1ccccc1CSc1ccccn1	/	23%	?	/	39%[activator]	9%	-1	0%	-6%
CC(C)(C)OC(=O)CNC(=O)c1nc[nH]c1C(=O)N1CCc2ccccc2C1	-4%	-30%	?	4%	49%[activator]	3%	0	-1%	-35%
COc1cccc(F)c1C(C[N+](=O)[O-])c1c(N)n(C)c(=O)n(C)c1=O (stereo unspecified)	1%	?	?	1%	45%[activator]	2%	3	-4%	1%
O=C1NN(c2ccccc2)C(=O)C2C1C1C=CC2C12CC2 (stereo unspecified)	-5%	1%	34%[59 µM]	7%	39%[activator]	20%	-3	1%	-3%
O=C(c1ncc[nH]1)c1ccccc1Cl	i	3%	3%	-1%	26%	3%	-2	0%	2%
CC(=O)N1CCN(S(=O)(=O)c2cccc(C(=O)OCC(=O)N3CC(=O)Nc4ccccc43)c2)CC1	-2%	-14%	0%	1%	23%	-14%	1	0%	-3%[57.1 µM]
CCCCCCCCCc1nc2sc3c(c2c(=O)n1NC(=O)c1ccccc1[N+](=O)[O-])CC(C)(C)OC3	-8%	-36%	71µM*	-2%	-1%	1%	3	0%	?
Cc1cccc(CN2CCN(Cc3nc4c(s3)CCCC4)CC2CCO)n1 (stereo unspecified)	i	-4%	/	6%	69%[activator]	-6%	-8	-1%	-2%
CC(C)Cn1c(=S)[nH]c2cc(Cl)ccc21	-10%	-32%	6.3µM*	-2%	?	29%	2	-2%	-14%
O=C(NCC1CCCO1)C1CCN(C2CCN(Cc3ccco3)CC2)CC1 (stereo unspecified)	-2%	3%	4%	-5%	25%	0%	3	2%	-4%
CCN(CC)CCN(C(=O)c1cc2ccccc2cc1OC)c1nc2ccc(F)cc2s1	i	?	40µM*	2%	19%	0%	-1	2%	32µM*
Cc1cc(C)c(NC(=O)CSc2nc(=O)n(Cc3ccco3)c3c2CCC3)c(C)c1	-2%	-15%	-5%[59 µM]	0%	-13%	-8%	6	2%	-20%
Cc1cc(C)n(Cc2ccc(C(=O)NN)o2)n1	4%	4%	/	5%	50%[activator]	13%	2	0%	-5%
CCCCn1c(SCC(=O)N2CCOCC2)nnc1-c1ccoc1C	-1%	6%	-7%[59 µM]	-2%	31%[activator]	-4%	3	-7%	1%
CC(=O)c1c(N2CCOCC2)nc2ccc(Cl)cc2c1-c1ccccc1	1%	-21%	-28%	-2%	32%	1%	-1	0%	-4%
Cc1ccc(C(=O)N/N=C2\CC3CC=CC23)c(C)c1 (stereo unspecified)	-5%	-8%	20%	-4%	13%	-15%	-1	0%	-5%
CN1c2cccc3cccc(c23)N(C)C1c1cccs1	-8%	?	16µM*	5%	?	6%	0	-7%	-25%
Cc1ccc(C(=O)NCCCNCCCN(C)C)cn1	-19%	?	?	-10%	-2%	5%	3	-12%	50µM*
COc1ccc2oc(C(=O)OCC(=O)N(C)Cc3ccccc3)c(C)c2c1	-3%	-1%	?	0%	23%	6%	-1	5%	-8%
COc1ccc(C2=NS(=O)(=O)N(C)C(C(=O)Nc3cc(C)ccc3O)=C2)cc1OC	-6%&-7%	?	?	0%&10%	?	21%&15%	2&1	-1%&-5%	4%
CCCCNc1ccc2c(c1)C1CC2CCN1C(=O)OCc1ccccc1 (stereo unspecified)	-3%	/	/	-6%	-18%	2%	3	?	25µM*
Cc1cccc(NC(=S)N2CCC(c3nc4ccccc4s3)CC2)c1	/	?	31%[0.501 µM]	/	3%	19%	-3	11%	?
CCNc1cccc2c1C(=O)N(C)C2=O	/	34%	31%	/	52%[activator]	6%	4	?	17%
COc1cccc(Oc2cnc(N)nc2-c2ccc(OC)cc2O)c1	-5%	?	4%[12.7 µM]	0%	3%	11%	-6	-1%	?
Cc1ccc(C(=O)NCC(=O)N2CCN(c3ncccn3)CC2)s1	-1%	-2%	5%[12.7 µM]	1%	29%	-7%	0	?	-8%
Cc1[nH]c(=O)[nH]c(=O)c1CSCC(=O)OCC(=O)Nc1ccccn1	-2%	-21%	?	-3%	30%	-4%	2	-24%	-3%

Compound activity deposited in PubChem BioAssay by National Center for Advancing Translational Sciences (NCATS).
